High-throughput results from PubChem BioAssay.
S1P3 antag = S1P3 (human) receptor antagonism; CHO S1P3 NFAT-BLA reporter, FRET fluorescence, antagonist mode; inhibition, % at 4.98 µM; 0.27% of 170,000 active;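 active = inhibition above the plate cutoff, the mean inhibition of test wells on that plate plus 3 SD, cut at about 28% in these data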;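 also: cells challenged with S1P at its EC80 of 0.8 µM; blue over green emission ratio from cleaved BLA substrate after 4 h stimulation; 0% = S1P-stimulated wells and 100% = unstimulated DMSO-only wells; some compounds past the cut are filed as inactive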
G6PDH CS = counter-screen for G6PDH assay hits: L. mesenteroides G6PDH inhibition; Purified L. mesenteroides G6PDH, diaphorase/resazurin coupled fluorescence, 45 min; inhibition, % at 5 µM; 0.12% of 200,000 active; in the data active = inhibition above about 50%
PPARg SRC1 recr = agonists of human PPARgamma SRC-1 coactivator recruitment. P37231. PPARgamma-SRC-1 coactivator recruitment biochemical assay. activation, % at 8 µM. 0.41% of 200,000 active. AID 631; in the data active = activation above about 19%;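 also: 0% = DMSO and 100% = reference agonist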
Diaph act CS = activates diaphorase or chemically reduces, flagging diaphorase assay artifacts. Diaphorase/resazurin coupled assay, resorufin fluorescence, 16 min; stronger effect = higher value; 1 = vehicle wells, 0 = NADH-free wells. activation factor at 20 µM. 0.005% of 190,000 active. AID 1229;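 active = diaphorase activity raised at least twofold by the compound at 20 µM; inactive = activation factor below 2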
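Material: purified diaphorase enzyme from Clostridium kluyveri / Medium: HEPES pH 7.4 buffer with MgCl2 and Tween 20 / Schedule: enzyme reaction of 16 min at room temperature / Measured by: resorufin fluorescence, excitation 544 nm, emission 590 nm / Evaluation: rise in resorufin formation, marking diaphorase activation or chemical reduction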
SRC2 TRFRET art = flags TR-FRET format artefacts in PPARgamma SRC-2 recruitment agonist screen; TR-FRET artefact counter-screen; stronger effect = higher value; TR-FRET ratio at 8 µM; 0.4% of 200,000 active; in the data active = TR-FRET ratio above about 2000; also: inactives centre near 1500
PMI activator = activators of human phosphomannose isomerase | AID 1214 | activation factor at 20 µM | P34949 | purified human PMI, coupled resazurin fluorescence, 20 min; stronger effect = higher value; 1 = vehicle control, 0 substrate-free wells | 0.005% of 190,000 active;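 active = activation factor of 2 or more at 20 µM, relative to plate controls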
Target sequence (P34949 whole entry, looked up): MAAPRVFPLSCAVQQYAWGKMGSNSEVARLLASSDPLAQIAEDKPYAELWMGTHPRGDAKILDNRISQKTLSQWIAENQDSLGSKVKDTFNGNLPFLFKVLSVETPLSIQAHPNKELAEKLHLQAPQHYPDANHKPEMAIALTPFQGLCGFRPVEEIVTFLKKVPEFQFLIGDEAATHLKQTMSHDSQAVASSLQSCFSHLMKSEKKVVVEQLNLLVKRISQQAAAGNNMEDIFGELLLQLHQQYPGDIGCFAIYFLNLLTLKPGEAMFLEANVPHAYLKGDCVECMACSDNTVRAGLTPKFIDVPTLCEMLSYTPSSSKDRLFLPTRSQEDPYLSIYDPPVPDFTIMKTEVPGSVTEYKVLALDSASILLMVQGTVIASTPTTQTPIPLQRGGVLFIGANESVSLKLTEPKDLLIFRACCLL
PPARg SRC-3 ag = promotes SRC-3 coactivator recruitment by human PPARgamma | biochemical PPARgamma/SRC-3 coactivator recruitment assay | activation, % at 8 µM | 0.26% of 200,000 active | AID 731; in the data active = activation above about 23%;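 also: 0% = DMSO and 100% = reference agonist; some compounds past the cut are filed as inactive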
PMI act satM6P = PMI (human) activation, high substrate | 0.34% of 190,000 active | activation factor at 20 µM | P34949 | AID 1216 | coupled PMI enzyme assay, resazurin fluorescence, 20 min; stronger effect = higher value; 1 = untreated enzyme, 0 = substrate-free blank;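 active = activation factor of 2 or more at 20 µM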
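Test system: human PMI in coupled enzyme assay; Input: PMI at 15 ng/mL final; Medium: HEPES buffer, pH 7.4; Schedule: 20 min incubation at room temperature; Technique: resorufin fluorescence at Ex 544/Em 590 nm; Compound: 20 µM single dose; Probe or stimulus: Near-saturating mannose-6-phosphate, 1.0 mM.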
Diaphorase inh = inhibits diaphorase or chemically oxidizes, flagging diaphorase assay artifacts; 0.69% of 190,000 active; diaphorase resazurin-to-resorufin fluorescence, NADH, 16 min; bacterial (C. kluyveri) enzyme, not human; AID 1217; inhibition, % at 20 µM;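 active = primary screen inhibition at 20 µM above a set limit, cut at about 50% in these data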;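 also: plate controls were DMSO with full reaction for no effect and wells lacking NADH for full effect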
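Assay system: diaphorase enzyme from Clostridium kluyveri; Input: enzyme working solution with 0.14 U/mL diaphorase; Timing: 16 min at room temperature; Technique: resorufin fluorescence, excitation 544 nm, emission 590 nm; Benchmarks: positive control minus NADH, DMSO neutral control.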
ROMK primary = human ROMK K+ channel modulation, primary screen. P48048. 2% of 130,000 active. B-score at 10 µM. Tet-inducible ROMK, thallium flux fluorescence; actives lie on both sides;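 active = signal ratio slope over the read window, or its plate-corrected B-score, at least 3 SD from the plate mean, either direction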;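 also: B-score of the F/F0 ratio slope over 7 to 12 s after thallium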
Target sequence (P48048 whole entry, looked up): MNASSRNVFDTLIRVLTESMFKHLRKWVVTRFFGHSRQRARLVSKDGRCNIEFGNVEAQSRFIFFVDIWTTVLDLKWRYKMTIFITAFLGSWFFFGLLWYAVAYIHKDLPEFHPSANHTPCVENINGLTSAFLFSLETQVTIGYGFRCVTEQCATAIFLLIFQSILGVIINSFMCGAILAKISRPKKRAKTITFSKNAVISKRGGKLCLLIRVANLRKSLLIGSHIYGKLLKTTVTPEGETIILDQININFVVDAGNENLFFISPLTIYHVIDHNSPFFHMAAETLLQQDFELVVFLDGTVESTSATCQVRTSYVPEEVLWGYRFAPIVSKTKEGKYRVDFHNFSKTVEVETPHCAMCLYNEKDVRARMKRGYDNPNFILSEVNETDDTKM
PPARg SRC-2 ag = PPARgamma-driven SRC-2 recruitment agonism. P37231. PPARgamma LBD-SRC-2 recruitment, biochemical. activation, % at 8 µM. 0.34% of 200,000 active; in the data active = activation above about 22%;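 also: 0% = vehicle and 100% = reference agonist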
The depositor's hits bear a star; . = no result given.

structure	S1P3 antag	G6PDH CS	PPARg SRC1 recr	Diaph act CS	SRC2 TRFRET art	PMI activator	PPARg SRC-3 ag	PMI act satM6P	Diaphorase inh	ROMK primary	PPARg SRC-2 ag
Nc1nnc(CSCc2ccccc2)s1	-7	6	3	0.9	1565	1.1	9	1	8	0.6	5
CC(C)CN(C(=O)CSc1nnc2c(Cl)cc(C(F)(F)F)cn12)C1CCS(=O)(=O)C1 (stereo not given)	-1	13	17	0.7	1543	0.8	7	0.9	27	-0.00052	0
NS(=O)(=O)c1cc2c(cc1Cl)NC(C(Cl)Cl)NS2(=O)=O (stereo not given)	1	9	10	1	1463	1.1	5	1.1	2	.	3
O=C1/C(=C/c2ccco2)CCC1C1CCCC1 (stereo not given)	-10	3	2	0.9	1610	1	5	1	10	-0.2	4
O=C(/C=C/c1ccccc1)CC(O)(c1ccccc1)C(F)(F)C(F)F (stereo not given)	.	-3	1	0.9	1368	0.9	3	1	14	-0.36	4
C=CCOc1ccc(/C=C/C(C)=N\O)cc1	-17	3	1	0.9	1517	0.9	-6	1	9	.	-1
Cc1ccc(NC2=CC(=O)C(=O)c3ccccc32)cc1	.	46	3	0.8	1748	0.9	9	0.4	20	.	6
O=C(CSCc1c(Cl)cccc1Cl)NCc1cccnc1	.	5	0	0.8	1353	0.9	-2	1	15	.	0
CCOC(=O)C1C(=O)N(C(=O)c2cncc(Br)c2)CC1c1ccccc1 (stereo not given)	4	15	4	0.9	1462	1	-12	1	13	.	-5
Cc1nc2ccccc2n1Cc1n[nH]c(=S)n1-c1ccc(Cl)cc1	-19	-5	5	0.8	1572	1.1	9	1.1	19	-0.13	-1
Clc1ccc(CN(Cc2ccc(Cl)cc2)c2nn[nH]n2)cc1	-5	17	6	1	1740	1.1	2	1	0	0.32	6
O=S(=O)(O)c1nnc2sc3ccccc3n12	-12	7	10	1	1513	1	10	1.1	2	0.28	1
COc1ccc(NC(=O)COC(=O)c2ccncc2)c(OC)c1	-14	-1	2	0.9	1629	1	1	0.6	10	0.43	-5
Cc1cc(C(=O)Nc2ccccc2C#N)n(-c2ccccc2)n1	-1	-3	4	0.9	1552	0.9	9	1	7	.	8
COc1ccc(C(=O)Nc2nc3ccccc3[nH]2)cc1S(=O)(=O)N1CCOCC1	-25	6	6	1	1537	1.1	3	1	0	1.4	7
CCNc1nc(N)c(C(=O)c2ccc(Cl)s2)s1	-35	1	6	0.9	1763	0.9	-6	0.9	11	0.72	10
Nc1ccc(Oc2ccc(Br)cc2)cc1	-10	-7	-2	0.9	1472	0.9	2	1	14	0.033	-2
CCOc1cccc(-c2cc(-c3n[nH]c(=S)n3CC)c3ccccc3n2)c1	.	9	6	0.9	1460	1.1	5	1.1	12	1.7	11
S=C(c1ccc2c(c1)OCO2)N1CCCCC1	.	11	-1	0.9	1357	1	-2	1	12	0.074	-1
Cc1ccc(C(=O)Nc2ccc(SC(F)F)cc2)s1	-1	-1	6	1.1	1498	1.1	-2	1.1	-7	0.42	3
Cc1cc(C)c2c(c1)NC(=O)C2(O)CC(=O)c1cccs1 (stereo not given)	-4	4	0	1	1375	0.9	10	1	-2	0.062	2
COc1ccc(C(=O)NCc2nnc(SCC(=O)N3CCC(C)CC3)o2)cc1OC	.	-1	0	0.9	1522	1	7	1	10	0.77	5
CCNC(=S)NNc1nc(N2CCOCC2)nc(N2CCOCC2)n1	-20	6	7	0.9	1693	1.1	5	1	6	-0.11	7
CCOC(=O)N1CCN(C(=O)/C(=C/c2ccccc2OC)NC(=O)c2ccccc2)CC1	.	-2	9	0.9	1649	1	14	0.9	13	.	5
CCN1CCCC1CNC(=O)c1cn(CC)c2ccc(S(=O)(=O)N3CCCCCC3)cc2c1=O (stereo not given)	9	-13	3	0.7	1334	0.8	-6	0.8	26	-1	-3
COc1ccc(OCCc2nnc(N)s2)cc1	.	13	1	0.9	1542	1	6	1.1	6	.	-2
Cc1cc(C)c(C)c(S(=O)(=O)N2CCN(C(=O)c3cc(=O)[nH]c4ccccc34)CC2)c1C	.	2	-1	0.9	1534	1	2	1	8	.	-2
O=C(N[C@@H](c1ccccc1)[C@@H]1C[C@H]1C(=O)O)OCc1ccccc1	-13	16	6	1	1650	1	1	0.9	0	-0.67	5
CN(CC(=O)NCc1ccccn1)S(=O)(=O)c1ccc(F)cc1	-16	13	-4	1	1342	1	-2	1.1	4	0.035	-3
CCC(=O)Nc1nc2c(s1)COc1ccccc1-2	.	-14	6	1	1530	0.9	4	0.9	-3	.	-5
CN1/C(=C\P(=O)(N(C)C)N(C)C)C(C)(C)c2ccccc21	-2	11	4	0.8	1509	1	-1	0.8	18	0.00053	10
O=C(NCc1ccccc1)c1cnc(-c2ccccn2)nc1C(F)(F)F	.	-9	1	1	1598	1	8	1	5	0.2	10
O=C(O)c1ccccc1SCc1ccc2c(c1)OCO2	-2	9	-4	0.9	1437	1	1	1.2	12	0.019	-1
COCc1cc(Sc2ccc(Cl)cc2)nc(-c2ccccc2)n1	.	-4	5	0.8	1438	0.8	3	0.9	20	.	-5
CN(C)CCCNCCCCNC(=O)/C=N/O	.	-5	2	1.1	1449	1.2	-1	1.1	-13	0.29	-1
CCCn1nnnc1SCC(=O)c1ccc(NC(C)=O)cc1	-15	4	3	0.9	1640	1.1	2	1	12	-1.2	10
c1ccc(Nc2ccc(-n3ccnc3)nn2)cc1	-6	15	0	1.1	1381	1	-2	0.9	-7	0.66	-6
COc1ccc(N2C(=O)C3CCCN3C2c2ccc(C)o2)cc1Cl (stereo not given)	-1	3	8	0.8	1616	0.9	15	0.8	25	.	14
COC(=O)C1=C(C)Nc2ncnn2C1c1ccc(OC(=O)c2ccccc2)cc1 (stereo not given)	7	3	12	0.9	1733	0.9	-8	0.9	8	.	-4
O=C(C1CCCO1)N1CCN(C(=S)Nc2ccccc2Cl)CC1 (stereo not given)	-4	6	-6	0.9	1432	0.8	-3	1	7	-0.058	-1
O=C(O)CCC(=O)c1ccc2c(c1)CCCC2	-3	2	2	1	1462	1.1	-3	1.1	2	-0.44	-2
COc1ccc(CNS(=O)(=O)c2ccc(F)c(C(=O)Nc3ccccc3OC)c2)cc1	-14	4	0	1.1	1382	1	-6	1	-11	-0.082	-9
C=CCC(NCCCO)c1cccc(OC)c1OC (stereo not given)	-10	-6	5	0.9	1635	0.9	4	1	6	.	-1
Cc1nc2ncnn2c(C)c1CCC(=O)N1CCOCC1	-23	1	8	0.9	1591	1	12	1	13	0.33	4
NC(=S)N/N=C1/CCSc2ccc3ccccc3c21	-4	10	8	0.8	1653	1	2	1.1	18	-3.2*	5
O=C(Nc1ccc2nn(-c3ccccc3)nc2c1)c1ccco1	.	14	5	0.7	1445	0.8	0	0.6	26	.	1
C=CCc1ccccc1OCC(=O)N/N=C/c1ccc(OC(C)=O)cc1OC(C)=O	20	-2	5	0.9	1555	1.1	-2	1.2	7	0.34	5
CCn1ncc(Cl)c1C(=O)Nc1cc([N+](=O)[O-])ccc1OC	-14	-2	5	1.1	1498	1.1	2	1.1	-8	-0.073	-3
CC(C)C(=O)O/N=C(\N)c1ccccn1	-7	2	-9	0.9	1467	1.1	-3	1.1	6	-0.33	-2
Cc1cc(C)n(CC(O)Cn2c3ccc(Cl)cc3c3cc(Cl)ccc32)c(=O)n1 (stereo not given)	.	2	0	0.8	1510	0.8	-6	0.8	20	0.74	12
O=S(=O)(c1ccccc1)N1CCC(=NO)CC1	5	4	13	0.9	1385	0.9	2	0.9	9	0.97	9
CCOc1ccc(OCc2cccc(C(=O)O)c2)cc1	-6	1	.	1.1	.	1.1	.	1.1	-6	.	.
O/N=C1\CCCC\C1=C/c1ccccc1	-1	6	8	1.1	1416	1.1	6	1.1	-10	0.34	4

Whole records from above. Values in the order: S1P3 antag	G6PDH CS	PPARg SRC1 recr	Diaph act CS	SRC2 TRFRET art	PMI activator	PPARg SRC-3 ag	PMI act satM6P	Diaphorase inh	ROMK primary	PPARg SRC-2 ag
O=C(C1CCCO1)N1CCN(C(=S)Nc2ccccc2Cl)CC1 (stereo not given) reads -4	6	-6	0.9	1432	0.8	-3	1	7	-0.058	-1
Cc1cc(C)c(C)c(S(=O)(=O)N2CCN(C(=O)c3cc(=O)[nH]c4ccccc34)CC2)c1C reads .	2	-1	0.9	1534	1	2	1	8	.	-2
Cc1cc(C)n(CC(O)Cn2c3ccc(Cl)cc3c3cc(Cl)ccc32)c(=O)n1 (stereo not given) reads .	2	0	0.8	1510	0.8	-6	0.8	20	0.74	12
